MgcRacGAP inhibition: MgcRacGAP GTPase-activating activity inhibitors, confirmation, biochemical, ADP Hunter fluorescence | MgcRacGAP-stimulated Rac1 GTP hydrolysis, ADP Hunter fluorescence; higher % means a stronger effect; GST-tagged Rac1 F28L mutant substrate | inhibition, % at 30 µM, or IC50 in µM where a hit was titrated | 340,000 compounds, 0.6% hits;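 active means first-screen hits whose inhibition reached a set limit at any dose in the follow-up dose series; inconclusive means inhibition above the set first-screen limit but never retested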;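 further: fluorescence reports GDP produced by GAP-driven GTP hydrolysis; strong numbers were not always called active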
TNAP activation fold: stimulation of alkaline phosphatase TNAP activity – biochemical, luminescent, no phosphate acceptor, uHTS, primary screen (AID 1001); purified TNAP, luminescent activation assay, no phosphate acceptor; higher activation fold means a stronger effect; 200,000 compounds, 0.03% hits; activation fold at 20 µM; hits with a dose series show EC50 in µM; in the data active means activation fold from about 3, or a potency from the dose series; inactive means the rest, 99 in 100 with activation fold below about 1.6; further: many of its hits are not listed in these tables
Large T inhibition: SV40 large T antigen inhibitors, biochemical (AID 1903). SV40 large T antigen ATPase/helicase inhibition assay; higher % means a stronger effect. inhibition, % at 20 µM, or IC50 in µM where a hit was titrated. 310,000 compounds, 0.39% hits; in the data active means a potency from the dose series; inconclusive means inhibition mostly from about 32% at the one dose, without a potency; inactive means the rest, 99 in 100 with inhibition below about 32%; further: strong numbers were not always called active
UTI89 phage lysis: protection from phage-mediated lysis, alamar blue read-out – E. coli UTI89, K1F phage, bacterial capsule biogenesis inhibitors (AID 488966). E. coli UTI89 K1F phage lysis, alamar blue, 2 h; higher % means a stronger effect. inhibition, % at 100 µM, or IC50 in µM where a hit was titrated. 340,000 compounds, 0.02% hits;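 active means phage lysis inhibition, versus mean bacterial control, above a set limit; inconclusive means no clear call, values can overlap the other calls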;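 further: capsule biogenesis inhibitors block K1F phage lysis so surviving cells raise fluorescence; higher fluorescence means more inhibition of phage lysis; actives were called in the ten point dose series up to 300 µM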
T cell modulator: modulates CD8 T cell binding to vesicles. 2C CD8+ T cell-vesicle binding, flow cytometry; hits give low values. calls only at 7 µM. 330,000 compounds, 0.068% hits. AID 2052;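 active means response, share of CD8 T cells binding vesicles, and their 90th percentile fluorescence all below set limits, cut at about 80% in these data, passing the limit was not always enough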
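Assay system: 2C TCR transgenic mouse naive CD8+ T cells, MACS-purified | Read-out: CD8+ gate FL2 mean fluorescence as % of same-row positive control | Signal: High-throughput flow cytometry with anti-B7-1 and anti-CD8 staining | Timing: Binding step 1.5 h, 37 °C, antibody labelling 20 min, ice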
Salmonella PhoP GFP: inhibitors of PhoP regulon expression, primary screen, Salmonella Typhimurium, GFP reporter (AID 1863). S. Typhimurium PhoP-regulated promoter GFP reporter, 4 h; higher % means a stronger effect. inhibition, % at 50 µM; hits with a dose series show IC50 in µM. 300,000 compounds, 0.16% hits;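 active means inhibition over 29.93%, a cutoff 3 SD above the screen mean, later confirmed by dose response; inconclusive means inhibition over 29.93% but no dose response follow-up; inactive means inhibition at most 29.93% or unconfirmed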;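 further: 0% = low Mg2+ inducing control and 100% = high Mg2+ repressing control; strong numbers were not always called active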
Myeloid diff MLP: promotes myeloid progenitor differentiation. calls only at 10 µM. ER-HoxA9 myeloid progenitors, lysozyme-GFP differentiation, flow cytometry. AID 624256. 360,000 compounds, 1% hits;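 active means normalized GFP-positive differentiation at or above the plate's own cutoff, the solvent-only control mean plus 3 SD; inconclusive means no clear call, values can overlap the other calls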;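 further: cells exposed to compound for four days before flow analysis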
RSV antiviral HEp-2: inhibition of RSV-induced cytopathic effect – HEp-2 cells, primary 10 µM value included (AID 2391) | HEp-2 cells, RSV-induced CPE inhibition; higher % means a stronger effect | CPE inhibition, % at 10 µM; hits with a dose series show IC50 in µM | 310,000 compounds, 0.13% hits; in the data active means a potency from the dose series; inconclusive means CPE inhibition mostly from about 23% at the one dose, without a potency; inactive means the rest, 99 in 100 with CPE inhibition below about 21%; further: strong numbers were not always called active
NTR1 ag: NTR1-driven beta-arrestin-GFP spot formation – imaging, U2OS cells, high content, primary screen (AID 493036). P30989. 330,000 compounds, 0.17% hits. agonist mode. activation, % at 20 µM;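 active means activation at or above 40% of the spot to cytoplasm intensity ratio, with at least 20 cells analyzed; inconclusive means wells under 20 cells, flagged as cytotoxic or low count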;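 further: 0% = DMSO without peptide and 100% = 100 nM NTR1 peptide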
Target sequence (P30989 whole entry, looked up): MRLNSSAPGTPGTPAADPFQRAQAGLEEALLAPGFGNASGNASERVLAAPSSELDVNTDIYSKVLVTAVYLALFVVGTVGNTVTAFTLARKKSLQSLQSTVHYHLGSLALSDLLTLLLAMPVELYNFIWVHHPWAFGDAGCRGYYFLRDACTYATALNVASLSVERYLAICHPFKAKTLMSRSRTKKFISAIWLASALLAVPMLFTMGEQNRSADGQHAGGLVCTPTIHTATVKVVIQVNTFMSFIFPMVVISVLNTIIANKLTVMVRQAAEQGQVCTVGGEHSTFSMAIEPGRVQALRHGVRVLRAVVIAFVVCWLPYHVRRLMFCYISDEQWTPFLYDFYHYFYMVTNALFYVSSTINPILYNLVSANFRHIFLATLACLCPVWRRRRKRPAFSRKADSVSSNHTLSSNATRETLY
T cell modulator vesicle-bound %: recorded beside T cell modulator, whose call it bears; double positive events, %; measured here: CD8+ vesicle-bound cell fraction;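 binding gate set so that unloaded-vesicle control wells show 10% double positive cells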
NTR1 ag cell count 20 µM: recorded beside NTR1 ag, whose call it bears; cell count; measured here: cell count, cytotoxicity flag
Myeloid diff MLP GFP+ MAC1+ %: also measured in Myeloid diff MLP; calls as there; GFP+ MAC1+ double positive, %; measured here: differentiation confirmed by MAC1 staining
Active calls of the source: *; i = inactive; ? = inconclusive; nt = not tested or not shown; + = active, no number; & = joins results of further samples; [ ] = remark or other dose.

The line under a structure holds: MgcRacGAP inhibition	TNAP activation fold	Large T inhibition	UTI89 phage lysis	T cell modulator	T cell modulator vesicle-bound %	Salmonella PhoP GFP	Myeloid diff MLP	Myeloid diff MLP GFP+ MAC1+ %	RSV antiviral HEp-2	NTR1 ag	NTR1 ag cell count 20 µM
CCOc1ccccc1N1CCN(C(=O)c2cc(-c3cccnc3)nc3c(Cl)cccc23)CC1
 : 5%	nt	10%	-0.1%	i	9	-3%	+	3.9*	2.1%	6.9	61
Cc1c2cn[nH]c(=O)c2c(C)n1Cc1ccc(F)cc1
 : 14%	1.1	5%	-0.4%	i	19	-6%	i	1.9	2.1%	-2.0	34
O=C(CCC(=O)N1CCN(S(=O)(=O)c2ccccc2)CC1)NC1CCCc2ccccc21 (stereo not given)
 : 5%	1.1	-16%	-0.1%	i	26	-4%	i	0.0	-0.8%	2.5	71
O=C(CCn1c(SCC(=O)NCc2ccco2)nc2ccccc2c1=O)NCCc1ccccc1
 : 1%	1	4%	8.0%	i	29	-2%	i	0.7	8.8%	0.6	75
O=C1/C(=C/c2ccccn2)SC(=S)N1NS(=O)(=O)c1ccccc1
 : 9%	1	7%	-0.4%	i	5	-2%	i	0.8	0.7%	1.0	48
COCCNC(=O)C(c1ccc(F)cc1)N(Cc1ccco1)C(=O)CCC(=O)Nc1ccccn1 (stereo not given)
 : 4%	nt	12%	0.1%	i	26	3%	i	0.3	0.3%	0.3	50
O=C(O)CCSc1nnc(-c2ccccc2)n1-c1ccccc1
 : 9%	1.1	7%	1.7%	i	50	3%	i	0.7	0.4%	0.0	83
Cc1oc2nc(SCC(=O)NCc3cccnc3)nc(N)c2c1C
 : 9%	1.2	9%	0.1%	i	29	-2%	i	0.6	-1.1%	-1.1	39
CCOC(=O)c1c(NC(=O)CN2CCN(C(=O)c3ccco3)CC2)sc2c1CCCC2
 : -10%	1.1	5%	-0.2%	i	58	3%	i	0.6	2.6%	18	71
CC(C)c1cc(C(=O)N2CCCC(CCC(=O)N3CCN(c4ccccn4)CC3)C2)no1 (stereo not given)
 : 1%	nt	3%	0.2%	i	36	1%	i	0.5	11%	0.1	69
CCOC(=O)C1CCN(S(=O)(=O)c2ccccc2)CC1
 : nt	nt	-2%	0.3%	i	47	-3%	i	0.4	1.3%	0.8	53
CC1=NN(Cc2ccccc2)C(=O)C1C(c1ccc(Cl)cc1)C(C#N)C#N (stereo not given)
 : 10%	1	32%	5.3%[50 µM]	i	39	-2%	i	0.8	1.5%	8.0	68
O=C(Nc1ncccn1)C1=C(O)c2ccccc2S(=O)(=O)N1Cc1ccccc1
 : nt	nt	3%	-0.1%[50 µM]	i	10	8%	i	0.8	3.0%	-0.9	94
O=C(c1cccnc1)C1CCCN(Cc2nc(Cc3ccccc3F)no2)C1 (stereo not given)
 : 4%	1.1	-4%	-0.7%	i	50	4%	i	0.5	1.6%	-0.1	51
Oc1c(Cl)cc(Cl)cc1/C=N/c1ncn[nH]1
 : 5%	nt	6%	-1.0%[50 µM]	i	35	-4%	i	0.2	2.4%	-0.4	81
COc1ccc(CC(=O)Nc2c3c(nn2-c2cccc(C)c2C)CS(=O)C3)cc1OC (stereo not given)
 : 10%	1.1	20%	-0.2%	i	25	9%	i	1.6	0.1%	0.8	45
CC(C)c1ccc(NC(=O)C2C3C=CC4(CN(Cc5cccnc5)C(=O)C24)O3)cc1 (stereo not given)
 : 16%	1.1	5%	-0.1%	i	47	5%	i	0.6	1.2%	0.2	83
COc1ccc(CC2(CO)CCN(Cc3ccc4c(c3)CCO4)CC2)cc1
 : -1%	1	9%	-3.3%	i	48	-1%	i	0.9	-2.8%	-0.8	24
COCCN(Cc1cc2cc3c(cc2nc1Cl)OCO3)C(C)=O
 : 2%	1.1	12%	0.1%	i	62	-4%	i	0.6	0.0%	-0.5	99
Cn1c(=O)c2c(nc(SCCN3CCOCC3)n2Cc2ccccc2Cl)n(C)c1=O
 : 12%	1.1	12%	-0.7%	i	56	-14%	i	4.2	2.1%	1.2	59
Cn1c(CS(=O)Cc2c(Cl)cccc2Cl)nnc1SCc1ccc(Cl)cc1 (stereo not given)
 : 8%	1	20%	-0.3%	i	52	3%	i	4.5	3.3%	1.0	61
COCC(C)OC(=O)C(C#N)c1nc2ccccc2nc1N1CCN(Cc2ccccc2)CC1 (stereo not given)
 : 7%	1	3%	0.5%	i	42	-12%	i	0.5	3.6%	3.6	61
Nc1nc(-c2ccccc2)c(N=Nc2cccc3ccccc23)s1
 : 2%	0.7	16%	-2.5%	i	42	13%	i	0.3	?	28	42
CCCN(CCC)S(=O)(=O)c1ccc(C(=O)Nc2cc3oc4ccccc4c3cc2OC)cc1
 : 3%	1.1	0%	7.8%	i	22	-3%	i	0.6	2.9%	-1.7	58
COc1ccc(-c2nnc(CSc3nc4ccccc4c(=O)n3CC3CCCO3)o2)cc1OC (stereo not given)
 : 9%	nt	0%	-0.2%	i	22	1%	i	0.5	1.5%	3.0	47
CCC(C)(CN(C)C)OC(=O)c1ccccc1 (stereo not given)
 : 0%	nt	11%	0.4%	i	54	6%	i	0.4	-1.3%	-0.1	65
CCOC(=O)N1CCN(S(=O)(=O)N2CCCC(C(=O)NCc3ccc(F)cc3)C2)CC1 (stereo not given)
 : 11%	nt	1%	0.6%	i	43	-5%	i	0.4	4.5%	0.7	55
Cc1ccc(S(=O)(=O)NCC(=O)N(CC(=O)NC2CCCC2)CC2CCCO2)cc1 (stereo not given)
 : -3%	nt	-5%	-0.3%	i	44	14%	i	0.4	1.0%	0.6	48
O=C(Nc1ccc(Nc2ccccc2)cc1)c1ccc(F)cc1
 : 29%	nt	20%	0.0%	i	34	nt	i	0.5	7.8%	5.6	98
Cc1cc2oc(=O)cc(CN3CCCCC3C)c2cc1Cl (stereo not given)
 : 5%	nt	11%	0.9%[50 µM]	i	48	1%	i	0.2	1.2%	1.0	107
Cc1c(NC(=O)CSc2nnc(-c3cccc(Cl)c3)o2)c(=O)n(-c2ccccc2)n1C
 : 1%	1.2	12%	0.7%	i	60	-5%	i	3.5	1.1%	0.3	45
CCc1nnc(NC(=O)CCC(=O)NCc2ccccc2Cl)s1
 : -4%	nt	0%	-0.1%	i	11	-5%	i	1.6	1.4%	-0.3	43
O=C1CC(c2ccccc2)c2c(O)cc(O)cc2O1 (stereo not given)
 : 16%	1.1	-1%	-4.5%	i	35	13%	i	3.0	4.1%	-3.0	86
Cc1ccn2c(NC3CCCCC3)c(-c3cccc(SC4CCCCC4)c3)nc2c1
 : 8%	nt	nt	1.0%	i	9	nt	i	2.2&4.1	nt	1.0	65
CCN(CCCC(=O)c1ccc(F)cc1)CCc1ccccc1
 : 5%	nt	-11%	0.3%	i	57	-1%	i	0.2	-1.5%	1.5	53
O=C(COC(=O)Cc1ccc(Cl)cc1)NCc1ccc(F)cc1
 : 4%	nt	nt	0.7%[50 µM]	i	39	nt	i	0.6	0.4%	-3.1	69
CC(C)c1ccc(NC(=O)CCNC(=O)Cn2ccc3ccccc3c2=O)cc1
 : 8%	nt	6%	0.1%	i	22	-4%	i	1.6	1.4%	17	48
CS(=O)(=O)N(CC(=O)N1CCCC1)c1cc(Cl)ccc1Cl
 : 8%	nt	11%	1.3%	i	60	-4%	i	0.8	1.2%	0.3	58
CCOC(=O)Cc1c(C)c2ccc(N(CC)CC)cc2oc1=O
 : -2%	1.3	-9%	0.2%	i	29	24%	i	0.1	58%	5.0	71
COc1ccc(OC)c(C(=O)c2ccccn2)c1
 : 4%	nt	3%	0.4%	i	36	-4%	i	0.4	1.9%	0.3	50
CSc1ccccc1OCc1cc(C(=O)NCCN2CCCC(O)C2)no1 (stereo not given)
 : 3%	nt	-6%	-0.9%[50 µM]	i	30	4%	i	1.0	-0.3%	-0.6	73
CSCC(CO)NS(=O)(=O)c1ccc(C)cc1 (stereo not given)
 : 11%	nt	3%	0.3%	i	46	15%	i	0.5	2.6%	-0.6	55
O=C(CSc1nnc(CNC(=O)c2ccco2)o1)Nc1ccc(F)cc1F
 : -11%	nt	7%	-0.1%	i	29	8%	?	nt	-0.8%	-0.5	59
Cc1ccc(CNC(=O)CS(=O)(=O)c2ccccc2)cc1
 : 4%	1.1	-5%	1.3%	i	59	0%	i	0.6	1.5%	-1.4	81
Cc1cc(C2(c3ccc(O)c(C)c3)C(=O)Nc3ccccc32)ccc1O
 : 5%	1	2%	-0.3%	i	38	5%	i	1.2	-1.5%	31	59
Cn1cc(CCC(=O)N2CCCC(CCC(=O)NCc3ccc(F)c(F)c3)C2)cn1 (stereo not given)
 : -1%	1.1	11%	-0.1%	i	53	-3%	i	0.3	-0.3%	-2.8	77
CCC(C)[C@H](NC(=O)N1CC(=O)Nc2ccccc21)C(=O)N1CCC(C(=O)O)CC1 (stereo not given in full)
 : 2%	nt	4%	0.7%	i	30	0%	i	0.7	0.5%	1.1	64
CC(C)c1ccc(NC(=O)C2CCCCN2S(=O)(=O)c2ccccc2)cc1 (stereo not given)
 : 2%	nt	nt	-0.2%[50 µM]	i	20	nt	i	0.4	6.7%	-0.8	55
COc1ccc2oc(C(=O)OC(C)C(=O)NCc3ccccc3)c(C)c2c1 (stereo not given)
 : 7%	nt	2%	1.3%[50 µM]	i	58	-8%	i	0.9	2.9%	1.4	51
Cc1cc(C)c2[nH]c(=O)c(C(c3nnnn3C(C)(C)C)N(Cc3ccco3)CC3CCCO3)cc2c1 (stereo not given)
 : 6%	1	5%	5.2%	i	18	-1%	i	0.9	1.3%	0.3	58
CCOC(=O)C1=C(CS(=O)(=O)c2ccc(C)cc2)NC(=O)NC1c1cc(OC)c(O)c(OC)c1 (stereo not given)
 : 6%	nt	15%	0.4%	i	44	6%	i	0.6	1.5%	0.7	54
Cc1nonc1OCCNc1ccc([N+](=O)[O-])cc1
 : 12%	1	4%	0.0%	i	64	2%	?	nt	?	-1.2	94

Screening results (PubChem BioAssay)
